Bim-Bcl-W: human Bim-Bcl-W interaction inhibition; 190,000 compounds, 0.02% hits; Q92843; bead-based flow cytometry, Bim peptide-Bcl-W binding; inhibition, % at 10 µM;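 further: 0% = bound tracer without compound and 100% = peptide blocker; higher means less fluorescent Bim peptide bound to Bcl-W beads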
RGS8-Gao: regulators of human RGS8-Galphao interaction; 220,000 compounds, 0.34% hits; P09471; multiplexed bead flow cytometry, RGS8-Galphao binding; actives lie on both sides; response (percent of control binding), % at 10 µM; in the data active means response below about 60% or above about 140%; inactive means in between;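 further: Galphao activated as the GDP aluminium fluoride complex binding bead-coupled RGS8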
Target sequence (P09471 whole entry, looked up): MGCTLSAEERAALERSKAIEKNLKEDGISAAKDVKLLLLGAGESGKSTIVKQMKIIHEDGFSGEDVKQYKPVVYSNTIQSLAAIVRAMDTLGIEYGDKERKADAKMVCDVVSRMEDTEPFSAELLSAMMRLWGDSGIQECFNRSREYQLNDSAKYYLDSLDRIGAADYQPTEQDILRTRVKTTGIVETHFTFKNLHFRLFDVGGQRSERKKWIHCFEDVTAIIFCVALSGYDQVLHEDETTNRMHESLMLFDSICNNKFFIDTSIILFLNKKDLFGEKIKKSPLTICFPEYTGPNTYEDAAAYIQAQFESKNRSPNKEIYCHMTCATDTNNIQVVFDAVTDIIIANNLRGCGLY
Bcl-XL Bim block: inhibitors of Bim-Bcl-XL interaction, human. Q07817. Bim peptide-Bcl-XL binding, bead flow cytometry, fluorescence. inhibition, % at 10 µM. 190,000 compounds, 0.04% hits. AID 1007
RGS4-Gao reg: human RGS4-Galphao interaction regulation. P09471. Multiplexed bead flow cytometry, RGS4-Galphao binding; actives lie on both sides. binding response (% of control), % at 10 µM. 220,000 compounds, 0.33% hits. AID 1415; in the data active means binding response below about 49% or above about 150%; inactive means in between;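 further: fluorescent Galphao activated with aluminum fluoride binding bead-coupled RGS4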
RGS7-Gao: human RGS7-Galphao interaction regulation. 220,000 compounds, 0.35% hits. binding response (% of control), % at 10 µM. Multiplexed bead flow cytometry, RGS7-Galphao binding; actives lie on both sides. P09471; in the data active means binding response below about 49% or above about 150%; inconclusive means no clear call, values can overlap the other calls; inactive means in between;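 further: fluorescent Galphao held in activated GDP-AlF4 state binding bead-coupled RGS7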
Mcl1-Bid inh: disrupts binding of human Mcl-1 to Bid peptide | Q07820 | TR-FRET Mcl-1/Bid-Dy647 peptide binding, 1536-well | inhibition, % at 21.7 µM | 220,000 compounds, 0.97% hits;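 active means compounds that cut the binding signal by more than half at the single screening dose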;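 further: His-tagged Mcl-1 with europium anti-His antibody binding Bid BH3 peptide; 0% = Mcl-1 plus peptide wells and 100% = peptide-only wells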
Target sequence (Q07820 whole entry, looked up): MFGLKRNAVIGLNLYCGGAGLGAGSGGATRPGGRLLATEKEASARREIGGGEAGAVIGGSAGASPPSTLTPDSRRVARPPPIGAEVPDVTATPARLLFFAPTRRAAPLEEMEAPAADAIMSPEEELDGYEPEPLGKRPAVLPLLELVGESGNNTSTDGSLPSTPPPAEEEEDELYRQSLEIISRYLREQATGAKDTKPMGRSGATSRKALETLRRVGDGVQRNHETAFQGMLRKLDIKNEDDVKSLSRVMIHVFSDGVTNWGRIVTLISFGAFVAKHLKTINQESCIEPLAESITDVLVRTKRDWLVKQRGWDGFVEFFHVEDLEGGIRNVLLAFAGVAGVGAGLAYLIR
GSH bead fluor: GSH bead compound fluorescence profile; GSH beads flow cytometry, compound fluorescence 488/530 nm; stronger effect = higher value; fluorescence (KMESF) at 10 µM; 190,000 compounds, 0.25% hits; AID 1776; in the data active means fluorescence above about 89;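 further: glutathione beads carrying GST-tagged Bcl family fusion proteins plus one bare bead set; values are compound well signal with DMSO vehicle wells as background; inactives centre near 16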
Bcl-2 Bim block: inhibitors of Bim-Bcl-2 interaction, human. Bead-based flow cytometry, Bim peptide-Bcl-2 binding. inhibition, % at 10 µM. 190,000 compounds, 0.06% hits; in the data active means inhibition above about 40%; inconclusive means no clear call, values can overlap the other calls;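 further: 0% = no compound wells with probe peptide and 100% = reference peptide inhibitor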
Bim-Bcl-B: inhibitors of Bim-Bcl-B interaction, human; Q9HD36; 190,000 compounds, 0.073% hits; bead-based flow cytometry, Bim peptide-Bcl-B binding; inhibition, % at 10 µM; AID 951;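 further: 0% = tracer peptide without compound and 100% = reference inhibitor peptide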
Bfl-1 Bim block: human Bim-Bfl-1 interaction inhibition; Q16548; Bead-based flow cytometry, Bim-Bfl-1 binding inhibition; 190,000 compounds, 0.12% hits; inhibition, % at 10 µM; AID 1008;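 further: 0% = wells without compound plus tracer and 100% = blocker peptide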
Mcl-1 Bim block: human Bim-Mcl-1 interaction inhibition; Q07820; inhibition, % at 10 µM; 190,000 compounds, 0.1% hits; Bead-based flow cytometry, Bim peptide-Mcl-1 binding; AID 1009;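 further: 0% = no compound tracer wells and 100% = peptide blocker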
Active calls of the source: *; u = inconclusive. Unless noted, no stated cut-off is given here; in the data, active means inhibition above about 40%.

Bim-Bcl-W	RGS8-Gao	Bcl-XL Bim block	RGS4-Gao reg	RGS7-Gao	Mcl1-Bid inh	GSH bead fluor	Bcl-2 Bim block	Bim-Bcl-B	Bfl-1 Bim block	Mcl-1 Bim block	Structure
0.0	111.2	-4.0	106.9	106.5	-4.9	8	-1.0	-4.0	-1.0	0.0	Cc1ccc2c(CC(=O)Nc3cccc(S(=O)(=O)N4CCOCC4)c3)coc2c1
-10.0	104.4	-16.0	104.9	99.2	-1.4	9	-5.0	-6.0	-5.0	-26.0	CC(=O)Nc1ccc(S(=O)(=O)NC2=NCN(C)CN2)cc1
1.0	88.5	-3.0	85.2	81.6	7.7	10	-11.0	-9.0	-13.0	-1.0	CCN(CC)c1c([N+](=O)[O-])ncn1C
-3.0	98.7	-6.0	96.4	96.0	-39.7	15	-6.0	-8.0	-7.0	-2.0	O=C(NNC(=O)C1CCN(S(=O)(=O)c2ccc(Cl)cc2)CC1)c1ccncc1
-2.0	103.4	-4.0	103.3	103.0	-5.2	23	-8.0	-5.0	-7.0	-2.0	O=C(CCCOc1ccccc1)Nc1nccs1
15.0	89.7	5.0	62.8	83.1	73.8*	10	8.0	13.0	15.0	6.0	Cc1nc2c(c(=O)n1CCC1=CCCCC1)c1nc3ccccc3nc1n2/N=C/c1ccco1
8.0	102.2	1.0	103.7	99.9	-21.1	52	-2.0	0.0	-6.0	4.0	Fc1ccc(C(c2nnnn2C2CCCC2)N2CCN(Cc3ccncc3)CC2)cc1 (stereo not drawn)
2.0	100.5	-2.0	98.9	96.6	-25.1	18	-7.0	-2.0	-9.0	0.0	O=C(NC1CCCc2ccccc21)C1CCC(CNc2c(N3CCOCC3)c(=O)c2=O)CC1 (stereo not drawn)
0.0	105.1	-2.0	105.1	101.9	1.4	13	1.0	2.0	-2.0	0.0	O=C(Oc1ccc(OC(=O)N2CCCCC2)cc1)c1ccccc1
2.0	100.3	1.0	100.7	100.0	-24.7	6	-4.0	-3.0	-11.0	4.0	COc1ccc(CN=CC2=C(O)CC(C)(C)CC2=O)cc1

An excerpt of these results, with two lines to a compound:
Fields: Bim-Bcl-W	RGS8-Gao	Bcl-XL Bim block	RGS4-Gao reg	RGS7-Gao	Mcl1-Bid inh	GSH bead fluor	Bcl-2 Bim block	Bim-Bcl-B	Bfl-1 Bim block	Mcl-1 Bim block
Cc1ccc2c(CC(=O)Nc3cccc(S(=O)(=O)N4CCOCC4)c3)coc2c1
 : 0.0	111.2	-4.0	106.9	106.5	-4.9	8	-1.0	-4.0	-1.0	0.0
CC(=O)Nc1ccc(S(=O)(=O)NC2=NCN(C)CN2)cc1
 : -10.0	104.4	-16.0	104.9	99.2	-1.4	9	-5.0	-6.0	-5.0	-26.0
CCN(CC)c1c([N+](=O)[O-])ncn1C
 : 1.0	88.5	-3.0	85.2	81.6	7.7	10	-11.0	-9.0	-13.0	-1.0
O=C(NNC(=O)C1CCN(S(=O)(=O)c2ccc(Cl)cc2)CC1)c1ccncc1
 : -3.0	98.7	-6.0	96.4	96.0	-39.7	15	-6.0	-8.0	-7.0	-2.0
O=C(CCCOc1ccccc1)Nc1nccs1
 : -2.0	103.4	-4.0	103.3	103.0	-5.2	23	-8.0	-5.0	-7.0	-2.0
Cc1nc2c(c(=O)n1CCC1=CCCCC1)c1nc3ccccc3nc1n2/N=C/c1ccco1
 : 15.0	89.7	5.0	62.8	83.1	73.8*	10	8.0	13.0	15.0	6.0
Fc1ccc(C(c2nnnn2C2CCCC2)N2CCN(Cc3ccncc3)CC2)cc1 (stereo not drawn)
 : 8.0	102.2	1.0	103.7	99.9	-21.1	52	-2.0	0.0	-6.0	4.0
O=C(NC1CCCc2ccccc21)C1CCC(CNc2c(N3CCOCC3)c(=O)c2=O)CC1 (stereo not drawn)
 : 2.0	100.5	-2.0	98.9	96.6	-25.1	18	-7.0	-2.0	-9.0	0.0
O=C(Oc1ccc(OC(=O)N2CCCCC2)cc1)c1ccccc1
 : 0.0	105.1	-2.0	105.1	101.9	1.4	13	1.0	2.0	-2.0	0.0

Later entries
Bim-Bcl-W	RGS8-Gao	Bcl-XL Bim block	RGS4-Gao reg	RGS7-Gao	Mcl1-Bid inh	GSH bead fluor	Bcl-2 Bim block	Bim-Bcl-B	Bfl-1 Bim block	Mcl-1 Bim block	Structure
0.0	104.5	-3.0	102.4	106.4	-2.2	18	-7.0	-7.0	-11.0	0.0	CCCCSc1nnc([C@@H]2CCCN2C(=O)OC(C)(C)C)o1
-1.0	105.0	0.0	103.5	106.5	-13.8	19	0.0	0.0	-5.0	0.0	Cn1c(SCC(=O)Nc2cccnc2)nnc1-c1ccccc1F
-2.0	100.8	-3.0	99.5	u	-35.5	22	-1.0	-2.0	-3.0	0.0	CC(=O)Cn1ncc(N2CCOCC2)cc1=O
-1.0	99.8	-8.0	101.2	99.9	-19.9	23	-9.0	-6.0	-18.0	-3.0	CCOC(=O)N1CCC(NS(=O)(=O)c2cc(Br)cnc2N)CC1
-2.0	105.6	0.0	111.3	114.0	-39.1	12	-5.0	-2.0	-6.0	-1.0	OC1CCN(CC(O)C(F)(F)F)CC1 (stereo not drawn)
-1.0	96.1	0.0	95.7	105.4	2.0	17	-4.0	-4.0	-4.0	-2.0	O=C(O)C1=C[C@H](c2ccc(Br)cc2)C[C@H](OCc2ccc(CO)cc2)O1
0.0	103.2	-2.0	98.6	101.9	-40.3	12	-5.0	0.0	-9.0	0.0	CC(=O)N1CCN(Cc2nc3cc(NC(=O)c4ccccc4Cl)ccc3n2C)CC1
0.0	102.2	4.0	102.3	99.6	-3.9	18	1.0	1.0	0.0	1.0	CCN=C1SC(C(=O)Nc2ccc(Cl)c(Cl)c2)CC(=O)N1CC (stereo not drawn)
-4.0	99.6	-7.0	101.3	100.8	-9.3	11	-4.0	-6.0	-6.0	-2.0	COc1ccc(NC(=O)CSc2nnc(Cn3cnc([N+](=O)[O-])n3)n2C)cc1
-2.0	103.9	-2.0	104.9	101.4	-23.7	20	-4.0	-4.0	-8.0	0.0	CCc1ccc(NC(=O)Cn2c3[n+](c4c(F)c(F)ccc42)CCCCC3)cc1
0.0	98.4	-4.0	98.8	97.7	50.5*	17	-10.0	-5.0	-14.0	0.0	COc1ccccc1CNC(=O)CNCC1CCCO1 (stereo not drawn)
2.0	96.3	0.0	97.5	u	-77.9	15	-2.0	0.0	-5.0	3.0	O=C1C2C(C(=O)N1/N=C/c1cc([N+](=O)[O-])c(O)cc1O)C1C=CC2C12CC2 (stereo not drawn)
0.0	98.4	-6.0	98.5	100.9	-15.5	24	-11.0	-10.0	-19.0	-3.0	CCOC(=O)c1[nH]c(=O)c2ccccc2c1O
